# Screening data (PubChem BioAssay)
# CRE-bla Fsk: modulators of forskolin-stimulated CRE signaling in CHO cells; CHO CRE-bla reporter (cAMP response element driving beta-lactamase), forskolin EC10, beta-lactamase ratio; Potency, µM (top dose mostly 38.2 µM), for inactives: at the top dose activity change, negative = inhibition, hits mostly activators; 71,000 tested, 2.5% active; AID 662; active = well fitted activation curve with a large enough effect in the signal ratio, with a control signal flat, not every such curve was filed as active; inconclusive = small, poorly fitted or top-dose-only effect, or effect the other way, or a change in a side signal; the % refers to the signal ratio; also: potency is read from the fitted curve at half-maximal effect; % of control where 0% means no effect
#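 Reporter-gene assay: CHO cells with beta-lactamase behind cAMP responsive elements, co-treated with compound and EC10 NKH 477 for 3 hours at 37 degrees Celsius. Activity came from the 460/530 nm CCF4 emission ratio.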
# HADH2 inh: HADH2 (human) dehydrogenase inhibition. 73,000 tested, 3.4% active. Potency, µM (doses to about 57.1 µM), inactives show at the highest dose activity change, negative = inhibition, most hits filed as inhibitors. AID 886. Q99714. recombinant HADH2, NADH fluorescence, beta-hydroxybutyryl-CoA; also: potency is read from the fitted curve at half-maximal effect; % is scaled to controls: 0 for no effect and ±100 for the full control effect; nearly all actives have a fitted effect of over 60% in size; many of its hits are not listed in these tables
# Target sequence (Q99714 whole entry, looked up, one chain of several): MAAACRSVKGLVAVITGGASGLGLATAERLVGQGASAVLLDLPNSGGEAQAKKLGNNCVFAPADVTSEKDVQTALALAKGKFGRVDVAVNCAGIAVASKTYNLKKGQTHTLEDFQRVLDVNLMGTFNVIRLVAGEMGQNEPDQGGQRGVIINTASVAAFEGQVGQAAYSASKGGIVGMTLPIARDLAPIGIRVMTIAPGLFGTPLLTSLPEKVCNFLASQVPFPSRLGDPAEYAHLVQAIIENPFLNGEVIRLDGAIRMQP
#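 NADH fluorescence (ex 360/em 450 nm) read every 30 s for 4 min; activity taken as last-minus-first time point difference. Enzyme 20 nM, NAD+ 1 mM, beta-hydroxybutyryl-CoA 90 uM, pH 9.0 Tris buffer.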
# HBB splice mod: hemoglobin beta splicing modulation; 65,000 tested, 0.06% active; Potency, µM (titrated, usually from 46.1 µM), without a hit: top-dose activation, usual class: activators; HBB splicing reporter cell assay, activation; EGFP reporter with mutant IVS2-654 intron; response scale: normalised to 500 nM splice-correcting PNA; AID 925; also: potency is read from the fitted curve at half-maximal effect; 0% is about no effect
#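 Compounds were applied for 2 days to HeLa EGFP-654 cells, 500/well in Optimem with 2% FCS. The reporter's EGFP is disrupted by mis-splicing of beta-globin intron IVS2-654. Readout: summed well GFP fluorescence from 488 nm laser scanning; reference was 500 nM antisense […] 654 PNA.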
# TexasRed autofl: Texas Red region autofluorescence | Compound fluorescence, Texas Red channel, 547/618 nm; active compounds read high | max dye-equivalent concentration, M | 59,000 tested, 0.06% active | AID 587; in the data active = max dye-equivalent concentration above about 10 nM; inconclusive = between about 1.1 nM and that limit
#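 Texas Red-region profiling: compounds in 100 mM Tris pH 8.0 were read at 547/618 nm after 15 min at room temperature. Intensities were normalized against a six-point Texas Red standard series to give dye-equivalent concentration.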
# ERK AVP block: vasopressin-driven ERK pathway inhibition; HEK293-V1b, vasopressin-stimulated pERK AlphaScreen; Potency, µM (series often up to 57.5 µM), without a hit: top-dose activity, negative = inhibition, actives largely listed as inhibitors; 72,000 tested, 0.99% active; AID 995; also: potency is read from the fitted curve at half-maximal effect; % is scaled to controls: 0 for no effect and ±100 for the full control effect; nearly all actives have a fitted effect of over 55% in size
#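 Overnight-seeded V1b-HEK293 cells in 1% FBS got compound, then vasopressin (25 nM final, 5 min, 37C), then lysis buffer. AlphaScreen detection of phospho-ERK; activity normalized to basal and full-stimulation controls.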
# Tau filament bind: tau filament binding. P10636. recombinant tau filaments, thioflavin S fluorescence, 15 h; filaments grown with octadecylsulfate alongside compound. Potency, µM (series often up to 57.1 µM), without a hit: at the top dose activity change, negative = inhibition. 71,000 tested, 2% active. AID 596;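 also: potency is read from the fitted curve at half-maximal effect; % is scaled to controls: 0 for no effect and ±100 for the full control effect; actives lower thioflavin S fluorescence by blocking filaments or displacing dye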
#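 His-tagged recombinant human tau (exons 2, 3 and 10 included), 1 uM, was induced to fibrillize by 30 uM sodium octadecylsulfate with compound present. After 15 h at 37 C, thioflavine S fluorescence (ex 450, em 510 nm) was read.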
# Hsp90 Hop PPI: changes Hsp90-Hop TPR2A binding signal, up or down; Potency, µM (titrated, usually from 57 µM), without a hit: at the top dose activity change, negative = inhibition; AlphaScreen TPR2A-His6 binding biotin-Hsp90 C-terminal peptide; 71,000 tested, 0.44% active; AID 595; active = well fitted curve in either direction with a large enough effect; inconclusive = small, poorly fitted or top-dose-only effect, or another doubt; also: potency is read from the fitted curve at half-maximal effect; % is scaled to controls: 0 for no effect and ±100 for the full control effect; many of its hits are not listed in these tables
# Pol III holo inh: inhibitors of bacterial DNA polymerase III holoenzyme. 71,000 tested, 0.25% active. AID 603. Potency, µM (top dose mostly 57.1 µM), inactives show top-dose activity change, negative = inhibition. reconstituted DNA polymerase III holoenzyme replication, biochemical; also: potency is read from the fitted curve at half-maximal effect; % is scaled to controls: 0 for no effect and ±100 for the full control effect
#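 Reconstituted *E. coli* holoenzyme (0.35 nM Pol III, 1 nM beta, 154 nM SSB, 2 nM primase) was preincubated with compound for 15 min at RT. Synthesis on 1.4 nM ssM13Gori ran 35 min, then was stopped with PicoGreen/EDTA and read as dsDNA fluorescence.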
# 15-hLO inh: blocks human 15-lipoxygenase activity | P16050 | purified 15hLO-1, xylenol orange hydroperoxide absorbance | Potency, µM (titrated, usually from 57.1 µM), for inactives: top-dose activity change, negative = inhibition, hits mostly inhibitors | 74,000 tested, 1.4% active | AID 887; also: potency is read from the fitted curve at half-maximal effect; % is scaled to controls: 0 for no effect and ±100 for the full control effect; nearly all actives have a fitted effect of over 55% in size
#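 Quantitative HTS in 25 mM Hepes pH 7.5 containing 0.01% Triton X-100: human 15hLO-1 at 40 nM, arachidonic acid at 50 uM, 6 min turnover. Product quantified via ferrous oxidation/xylenol orange, 573:405 nm absorbance ratio.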
# FLuc inh: blocks Photinus pyralis firefly luciferase activity; P08659; AID 411; purified firefly luciferase, luminescence, 8 min; Potency, µM (series often up to 57.1 µM), for the others: top-dose activity change, negative = inhibition, usual class: inhibitors; 72,000 tested, 2.2% active; also: potency is read from the fitted curve at half-maximal effect; % is scaled to controls: 0 for no effect and ±100 for the full control effect; nearly all actives have a fitted effect of over 40% in size
# Target sequence (P08659 whole entry, looked up): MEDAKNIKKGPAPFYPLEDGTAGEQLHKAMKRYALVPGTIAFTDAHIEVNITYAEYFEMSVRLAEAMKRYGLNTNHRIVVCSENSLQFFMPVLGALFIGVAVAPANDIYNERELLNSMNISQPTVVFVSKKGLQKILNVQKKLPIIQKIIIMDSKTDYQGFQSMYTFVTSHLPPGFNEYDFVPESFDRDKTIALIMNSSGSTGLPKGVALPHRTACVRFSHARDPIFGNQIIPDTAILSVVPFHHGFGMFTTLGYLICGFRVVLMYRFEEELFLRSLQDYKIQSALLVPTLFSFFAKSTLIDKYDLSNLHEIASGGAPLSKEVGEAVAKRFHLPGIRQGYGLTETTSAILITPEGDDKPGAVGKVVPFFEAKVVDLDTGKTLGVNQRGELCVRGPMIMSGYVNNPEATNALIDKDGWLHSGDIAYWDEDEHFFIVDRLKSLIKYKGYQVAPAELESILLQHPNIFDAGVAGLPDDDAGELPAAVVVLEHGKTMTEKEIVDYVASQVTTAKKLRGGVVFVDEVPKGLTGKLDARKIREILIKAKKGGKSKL
#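 Compounds were tested as concentration series (qHTS) against purified P. pyralis luciferase with luciferin and 10 uM ATP in 50 mM imidazole pH 7.2, 50 mM KCl, 7 mM MgCl2, 0.01% Tween 20, 0.05% BSA. Luminescence was read after 8 min at ambient temperature.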
# Rhodamine fluor: compound fluoresces in the rhodamine spectral region; max dye-equivalent concentration, M; 59,000 tested, 0.05% active; Rhodamine-region fluorescence, 547/598 nm, Tris buffer; active compounds read high; in the data active = max dye-equivalent concentration above about 11 nM; inconclusive = between about 1.1 nM and that limit
#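 Compounds in 100 mM Tris buffer, pH 8.0, were incubated 15 min at room temperature, then read at 547 nm excitation and 598 nm emission. Fluorescence was normalized against a per-plate six-point rhodamine standard curve as dye-equivalent concentration.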
# Starred values were filed as active, the others as inactive; i = inactive; ? = inconclusive; . = not tested or not shown; & = joins results of further samples; [ ] = dose if it differs, or a comment. Unless noted, calls follow the shape of the dose curve; as a rule, active = well fitted curve in the direction sought with a large enough effect; inconclusive = small, poorly fitted or top-dose-only effect, or another doubt; inactive = no such curve, though single readings can be large; an effect the other way counts as inactive or inconclusive. Not all compounds are listed (hit frequency here may not be typical).
Molecule | CRE-bla Fsk | HADH2 inh | HBB splice mod | TexasRed autofl | ERK AVP block | Tau filament bind | Hsp90 Hop PPI | Pol III holo inh | 15-hLO inh | FLuc inh | Rhodamine fluor
CCn1c(SCC(=O)N2CCCc3ccccc32)nc2ccccc2c1=O | ? | 19% | -0.3%[57.5 µM] | i | -4% | 10% | 5% | 0% | ? | 0% | i
COc1ccc(C2CC(=O)N3CN(c4ccccc4F)CSC3=C2C#N)cc1OC (stereo not given) | ? | 1.3µM* | 0.5% | . | ? | 8% | ? | -25% | 0.32µM* | -10% | .
CC(=O)Nc1cccc(-c2nc3ccc(NC(C)=O)cc3[nH]2)c1 | -1% | 5% | . | ? | 1% | 8% | -7% | -7% | 9% | 16µM* | i
CCOC(=O)c1nnn(-c2nonc2N)c1-c1ccc(OCC)cc1 | -9% | 8% | -1.0% | i | ? | 1% | -1% | 1% | -22% | 2% | i
O=C(NCCCN1CCOCC1)c1cc2cc(Br)ccc2oc1=O | 1% | 0% | -0.6% | i | -13% | -12% | 1% | 4% | 0% | 2% | i
Cc1ccccc1CN(c1ccc(C(=O)N2CCCC2)cc1)S(C)(=O)=O | -9% | 1% | -0.3% | ? | -3% | -2% | -3% | -6% | 5% | -1% | i
CC(=O)Nc1ccc(S(=O)(=O)NCc2ccc(C(=O)NCc3ccc4c(c3)OCO4)cc2)cc1 | ? | 11% | -2.4% | i | 12% | -27% | -2% | 1% | -14% | 3% | i
COc1ccc(C)cc1NC(=O)CNC(=O)Cn1ccc2ccccc2c1=O | ? | 2% | 3.5% | i | -4% | -2% | -9% | 1% | 0% | 4% | i
CC(CN1CCOCC1)C(=O)O (stereo not given) | ? | -2% | -0.1%[57.5 µM] | i | 5% | -10% | 0% | 6% | 4% | 2% | i
CN(Cc1nc(-c2ccncc2)no1)S(=O)(=O)c1ccccc1 | -2% | -2% | -0.3% | i | -11% | 29% | -5% | -3% | 4% | 0% | i
CCCCC(=O)N1CCCC(c2nc3c(nnn3Cc3cc(C)ccc3C)c(=O)[nH]2)C1 (stereo not given) | 21% | 6% | . | ? | 3% | 28% | -1% | -5% | -12% | 1% | i
O=C(O)C1CCC(=O)N1C1c2ccccc2Oc2ccccc21 (stereo not given) | -1% | -12% | -0.8% | . | -3% | -4% | -1% | -12% | 0% | 3% | .
COc1cc(OC)c(C2=NOC(C(=O)O)C2)cc1Cl (stereo not given) | -22% | -5% | 3.3% | i | -15% | 4% | -3% | -2% | 2% | -2% | i
CSc1ccc(S(=O)(=O)Nc2cccc(F)c2)cc1 | -5% | -6% | 1.3% | i | 8% | -14% | 0% | -4% | -16% | 0% | i
Nc1nonc1C(=O)NCCc1ccccc1 | 3% | 1% | -0.3% | . | 2% | 2% | -2% | -7% | 2% | -9% | .
O=C(OCC(=O)N1CCN(c2ccccc2)CC1)c1ccco1 | -10% | -18% | -2.7% | i | -17% | -1% | -2% | 2% | 6% | -10% | i
CCOC(=O)CC(=O)CSc1ccc2nnc(-c3ccc(C)cc3)n2n1 | ? | -8% | 0.1% | i | 1% | -6% | -1% | -4% | -1% | 0% | i
COC(=O)[C@@]1(Cc2ccc(F)cc2)[C@H]2c3cc(C(=O)N(C)C)n(Cc4ccc(OC(F)(F)F)cc4)c3C[C@H]2CN1C(=O)c1ccccc1 | ? | 5% | -0.9% | . | -6% | -5% | -7% | -22% | . | . | .
Cc1cccc(Cn2c(N3CCN(c4ccccc4)CC3)nc3c2c(=O)n(C)c(=O)n3C)c1 | -4% | 5% | . | i | -23% | 28% | ? | -2% | ? | -3% | i
CCc1ccc(NC(=O)CSc2nnc(Cn3c(=O)sc4ccccc43)n2C)cc1 | -1% | 0% | -0.6% | . | -24% | 381% | -4%[2.3 µM] | -6% | -6% | -4% | .
COC(=O)c1c(C)[nH]c(C)c1C(=O)c1ccccc1Cc1ccccc1 | -14%&1% | -10%&2% | 0.8% | i | -17% | ? | -5%&-17% | -1%&8% | -6% | -1%&2% | i
Cc1[nH]nc(N=Cc2c(O)n(C)c(=O)n(C)c2=O)c1-c1ccccc1 | ? | 418%[activator] | 0.6% | i | -14% | -10% | -5% | 2% | 6% | -3% | i
O=C(COC(=O)C1CCCCC1C(=O)N1CCc2ccccc21)NCc1ccco1 (stereo not given) | 0% | -4% | -0.2%[57.5 µM] | i | -29% | 10% | -7% | -5% | -22% | 0% | i
C=C(C)c1cccc(C(C)(C)NC(=O)Nn2cnnc2)c1 | 9% | 14% | -0.8% | i | 14% | 7% | -3% | -10% | 6% | 2% | i
O=C1C=C(NCC2CCCO2)C2(CCCCC2)O1 (stereo not given) | ? | 2% | -3.5% | i | 3% | 6% | 0% | -2% | 2% | 3% | i

# Brought forward from above: 2 compounds; new compounds follow.
Molecule | CRE-bla Fsk | HADH2 inh | HBB splice mod | TexasRed autofl | ERK AVP block | Tau filament bind | Hsp90 Hop PPI | Pol III holo inh | 15-hLO inh | FLuc inh | Rhodamine fluor
C=C(C)c1cccc(C(C)(C)NC(=O)Nn2cnnc2)c1 | 9% | 14% | -0.8% | i | 14% | 7% | -3% | -10% | 6% | 2% | i
O=C1C=C(NCC2CCCO2)C2(CCCCC2)O1 (stereo not given) | ? | 2% | -3.5% | i | 3% | 6% | 0% | -2% | 2% | 3% | i
COC(=O)c1c(C)cc(C)n2c1nc1ccccc12 | ? | 11% | . | ? | -14% | 10% | 8% | -5% | 19% | -1% | i
CCOC(=O)c1[nH]c(C)c(C(=O)N(C)C)c1C | 6% | -1% | 6.8% | ? | 13% | -10% | -14% | -7% | 5% | 2% | i
O=C(NC1=NCCS1)c1ccc2c(c1)C(=O)N(Cc1ccco1)C2=O | ? | 4% | 1.1% | i | -13% | 0% | -11% | -6% | 1% | 1% | i
CCOC(=O)c1c(C)n(C)c2ccc(OCC(O)CN(CC)CC)cc12 (stereo not given) | 17% | 6% | -0.7% | . | -13% | 37% | -4% | -16% | 4% | 0% | .
Cc1cc(O)c(C(C)C)cc1N=Cc1ccccc1O | 2%[7.6 µM] | -16%[11.4 µM] | 1.6%[9.22 µM] | i | -23%[11.5 µM] | 1%[11.4 µM] | -2%[11 µM] | -1%[11.4 µM] | ? | -2%[11.4 µM] | i
COC(=O)C1=C(N)n2c(s/c(=C\c3cccnc3)c2=O)=C(C(=O)OC)C1c1cccnc1 (stereo not given) | 2% | 5% | . | i | 25% | -5% | -3% | -4% | -4% | -1% | i
N#Cc1c(NC(=O)CSC2=NCCS2)sc2c1CCCC2 | 12% | -29% | . | i | 13% | 4% | -4% | -4% | -16% | 1% | i
Cc1ccc2nsnc2c1S(=O)(=O)N1CCN(CCc2ccccc2)CC1 | ? | 2% | 2.7% | ? | ? | 25µM* | -3% | -7% | -2% | 1% | i
CCC/C=C(\CCC)C(NC(=O)OCC(C)C)c1ccc(C(=O)OC)cc1 (stereo not given) | ? | -8% | -0.7% | . | 24% | -12% | ? | -7% | . | . | .
Cc1nnc(NC(=O)c2ccc(-c3cccc(C(F)(F)F)c3)o2)s1 | 3% | 12% | -0.7% | ? | 4% | -5% | -4% | -6% | 8% | -1% | i
Cn1cccc1C(=O)NC(=O)COC(=O)c1ccccc1O | -13% | -24% | -0.6% | i | 5% | 1% | -2% | -3% | -3% | -4% | i
Cc1cc(N2C(=O)C(=O)/C(=C(/O)c3ccc(F)cc3)C2c2ccc(Cl)cc2)no1 (stereo not given) | -8% | 0% | -0.3% | ? | -9% | 7% | -2% | 2% | 38%[activator] | 1% | i
O=C(Nc1ccccc1)N1CCC(C(=O)N(Cc2ccco2)Cc2cccs2)CC1 | -15% | 6% | -0.5%[57.5 µM] | i | 17% | 8% | -3% | 8% | -6% | 2% | i
CCOc1ccc(C2/C(=C(\O)c3c(C)[nH]c(C(=O)OC)c3C)C(=O)C(=O)N2CCN(C)C)cc1 (stereo not given) | 1% | -13% | 0.2%[57.5 µM] | i | -1% | 7% | -1% | 0% | -10% | 2% | i
COc1ccc(OC)c(NC(=O)CC(Cc2ccccc2OC)C(=O)O)c1 (stereo not given) | ? | -4% | -0.1% | i | 7% | -42% | -2% | -6% | -2% | -2% | i
Cc1cccc2cc(COC(=O)C(C)C)c(=O)[nH]c12 | ? | 12% | 4.8%[1.84 µM] | i | -15% | 6% | 2% | -1% | 3% | 2% | i
